Source: PubChem BioAssay
PvdQ acylase: blocks Pseudomonas aeruginosa PvdQ acylase activity; inhibition, % at 10 µM; AID 488965; 340,000 tested, 0.063% active; purified PvdQ acylase, fluorescence plate reader; in the data active = inhibition above about 30%, passing the limit was not always enough;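 note: 0% = vehicle neutral wells and 100% = reference inhibitor wells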
Tat transport: inhibitors of E. coli Tat protein transport; E. coli MC4100 TorA-mCherry Tat export, fluorescence; inhibition, % at 10 µM; 340,000 tested, 0.036% active;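 active = mean replicate inhibition at least 50% and at least half of replicates individually reaching 50%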;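 note: exported cargo escapes ClpAP degradation while cytoplasmic cargo is degraded and loses fluorescence; 0% = median of neutral control wells and 100% = median of NaSCN control wells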
Wnt bcat act: activates Wnt/beta-catenin signaling in a reporter cell assay. activation, % at 9.35 µM. 300,000 tested, 1.2% active. activator, plate reader. AID 743398; in the data active = activation above about 30%, passing the limit was not always enough;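 note: 0% = neutral control wells and 100% = positive control wells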
PfHsp90 set2: growth inhibition of yeast expressing Plasmodium Hsp90. inhibition, % at 9.4 µM. 310,000 tested, 0.32% active. S. cerevisiae expressing PfHsp90, BacTiter-Glo ATP, 48 h; yeast lacking PDR1 and PDR3 efflux regulators. AID 504621;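 active = every replicate shows inhibition above about 80%, whatever the replicate mean, limit read from the data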;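 note: 0% = DMSO neutral controls and 100% = 20 µM radicicol positive controls; yeast relying on Plasmodium falciparum Hsp90 in place of its own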
AddAB inh: less growth of phage-infected E. coli with AddAB; AID 435030; inhibition, % at 11.9 µM; 330,000 tested, 0.29% active; E. coli expressing H. pylori AddAB, absorbance growth; in the data active = inhibition above about 12%;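 note: 0% = vehicle wells of infected cells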
DAGLB inh: diacylglycerol lipase beta (human) inhibition; Q8NCG7; HEK293T DAGLB membrane lysate, EnzChek fluorogenic substrate; inhibition, % at 5.17 µM; 340,000 tested, 0.059% active; in the data active = inhibition above about 34%;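 note: 0% = enzyme with vehicle and 100% = wells lacking enzyme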
Target sequence (Q8NCG7 whole entry, looked up): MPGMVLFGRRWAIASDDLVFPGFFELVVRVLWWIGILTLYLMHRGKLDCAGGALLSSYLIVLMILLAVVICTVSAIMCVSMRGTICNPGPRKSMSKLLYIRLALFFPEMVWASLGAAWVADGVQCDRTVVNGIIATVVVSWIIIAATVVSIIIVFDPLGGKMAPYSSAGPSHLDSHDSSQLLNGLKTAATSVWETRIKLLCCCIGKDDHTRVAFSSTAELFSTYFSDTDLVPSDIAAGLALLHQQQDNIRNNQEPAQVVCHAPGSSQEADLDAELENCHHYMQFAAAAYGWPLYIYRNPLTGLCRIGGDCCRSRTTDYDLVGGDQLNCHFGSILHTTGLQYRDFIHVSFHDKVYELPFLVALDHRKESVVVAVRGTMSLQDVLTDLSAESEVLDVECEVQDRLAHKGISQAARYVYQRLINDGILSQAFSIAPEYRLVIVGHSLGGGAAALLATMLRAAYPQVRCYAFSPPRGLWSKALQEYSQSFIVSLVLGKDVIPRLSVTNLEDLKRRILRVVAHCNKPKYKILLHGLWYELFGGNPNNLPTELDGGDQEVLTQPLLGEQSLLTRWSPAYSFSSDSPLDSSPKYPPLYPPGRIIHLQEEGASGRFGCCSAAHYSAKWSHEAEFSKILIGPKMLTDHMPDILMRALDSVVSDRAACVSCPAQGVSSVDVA
Rtt109 Vps75: C. albicans Rtt109 histone acetyltransferase inhibition | Q5AAJ8 | purified Rtt109/Vps75, ThioGlo CoA-SH fluorescence, 4 h | inhibition, % at 34.9 µM | 330,000 tested, 0.16% active | AID 540336;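 active = inhibition of at least 50% in every replicate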
Target sequence (Q5AAJ8 whole entry, looked up): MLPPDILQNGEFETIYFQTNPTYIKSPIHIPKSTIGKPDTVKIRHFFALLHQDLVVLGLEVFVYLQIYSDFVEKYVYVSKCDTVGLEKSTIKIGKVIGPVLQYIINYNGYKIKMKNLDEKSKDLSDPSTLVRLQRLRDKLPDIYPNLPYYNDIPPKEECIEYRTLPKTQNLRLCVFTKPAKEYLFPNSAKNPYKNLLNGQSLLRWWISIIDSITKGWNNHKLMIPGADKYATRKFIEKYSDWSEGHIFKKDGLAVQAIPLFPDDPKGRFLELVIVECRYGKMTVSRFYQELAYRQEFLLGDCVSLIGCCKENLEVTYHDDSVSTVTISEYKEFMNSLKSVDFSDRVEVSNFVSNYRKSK
phage Ecoli inh: E. coli growth loss with phage present; growth absorbance; inhibition, % at 11.9 µM; 360,000 tested, 0.26% active; in the data active = inhibition above about 11%
CAL PDZ FP: inhibitors of human CAL PDZ peptide binding; Q9HD26; purified CAL PDZ, TMR-peptide fluorescence polarization, 1 h; inhibition, % at 20 µM; 330,000 tested, 0.02% active; AID 504414;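 active = highest replicate inhibition of at least 40%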;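 note: plate controls were DMSO neutral control wells for no effect and unlabeled competitor peptide control wells for full effect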
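material = purified tagged CAL PDZ domain construct (CerCALP) | buffer or medium = sodium phosphate/NaCl buffer pH 7.4 with TCEP, IgG, Thesit | reagent = TMR-labelled reporter peptide T*-PRC34 bound in PDZ groove | incubation = 1 h room-temperature incubation prior to read | measured by = fluorescence polarization (mP) | evaluation = percent inhibition from loss of millipolarization | control set = unlabelled peptide and DMSO controls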
E coli growth: counter-screen for AddAB inhibitors: E. coli growth inhibition; 330,000 tested, 0.27% active; E. coli V3065 growth, OD600 absorbance, 18 h; inhibition, % at 11.9 µM;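 active = inhibition above the campaign's mean inhibition across all tested compounds plus 3 SD, cut at about 9.9% in these data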;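 note: uninfected addAB+ strain grown without phage in ampicillin broth; 0% = DMSO wells and 100% = ciprofloxacin 0.95 µg/ml wells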
The depositor's hits bear a star; x = no result given. Hits appear at their usual frequency; overall some 1.9% were active at least once.

SMILES	PvdQ acylase	Tat transport	Wnt bcat act	PfHsp90 set2	AddAB inh	DAGLB inh	Rtt109 Vps75	phage Ecoli inh	CAL PDZ FP	E coli growth
CC1(C)CC(=O)C2=C(C1)N(c1ccccc1)C(=O)CC2c1ccsc1 (stereo not drawn)	-8	-2	0	-20	0.9	3	2	3.0	-0.9	0.4
CCOc1ccc(-c2nnn(CC(=O)NCc3ccc(F)cc3)n2)cc1OCC	-2	8	1	-8	1.4	-2	-3	1.6	-1.9	2.5
NC(=O)c1ccc(C(F)(F)F)cn1	-24	17	-1	-4	4.3	-1	-6	5.6	0.6	-1.4
Cc1cccc(C(=O)Nc2ccccc2SCC(=O)Nc2ccc(C)c(Cl)c2)c1	2	-8	14	15	2.1	-2	-10	2.1	-2.9	0.8
O=C(OCC(=O)N1CCN(c2ccccc2)CC1)c1ccccc1OC(F)F	15	-4	1	-18	2.4	-2	-4	2.9	-0.8	-0.1
O=C(COC(=O)C1CCCCC1)NCc1ccc(Cl)cc1	-8	-1	-3	-7	0.2	-6	3	3.2	-1.0	-2.1
C/C(N)=C(/C#N)C(=O)CSc1ccc2c(c1)OCCO2	-14	9	-1	-22	4.8	0	-2	1.2	-1.0	1.7
COC(=O)C1C(=O)C=C(Nc2ccc(F)cc2)CC1c1ccc(OC)cc1 (stereo not drawn)	-12	13	17	11	1.4	0	-4	3.4	-1.7	1.1
O=C(CCCSc1nc2ccccc2[nH]1)N1CCN(c2ccc([N+](=O)[O-])cc2)CC1	-2	-2	x	-11	-0.3	-2	-9	-0.7	-1.1	0.2
CN(C)CCN(Cc1cccs1)c1ccccn1	-11	0	-4	3	2.6	2	1	4.6	0.5	-0.2
CCCC1CCC(c2ccc(C(N)=O)cc2)CC1 (stereo not drawn)	-1	-2	1	6	-0.6	2	-7	1.9	-1.1	-1.4
CC1Nc2ncnc(N3CCOCC3)c2N(Cc2ccc(Cl)cc2)C1=O (stereo not drawn)	5	1	-2	8	-0.5	0	4	2.2	-0.2	-0.2
CCN(CC)CCOCCOC(=O)C(CC)(CC)c1ccccc1	x	x	-4	x	1.6	x	x	-0.1	x	1.9
CCOC(=O)/C=C(\C)Sc1cc(O)c2ccccc2c1O	-5	-7	3	-3	x	-16	4	1.8	3.1	x
Cc1ccc2[nH]c(=O)c(CN(CCCO)C(C)c3nnnn3Cc3ccco3)cc2c1 (stereo not drawn)	-13	-10	-9	-1	-1.0	1	10	1.6	-2.5	0.3
O=C(COC(=O)c1ccccc1[N+](=O)[O-])NCCCc1ccccc1	10	8	7	-15	0.0	-4	2	0.2	-0.5	-1.7
COc1cccc(/C=C/C(=O)OCC(=O)NCc2ccco2)c1OC	-12	0	-10	28	1.2	-6	-7	5.2	-3.3	2.1
CC(C(=O)NCc1cccc(Cl)c1)N1C(=O)c2ccccc2C1=O (stereo not drawn)	-7	-1	0	-10	2.2	2	6	-1.4	-0.9	0.3
CCOc1ccc(NC(=O)CN(C)C(=O)CSCc2c(C)noc2C)cc1OCC	-3	-6	-2	x	-2.0	-1	-1	0.4	-1.3	2.4
CCCN(CCC)CC(O)COc1ccc([N+](=O)[O-])cc1 (stereo not drawn)	-12	2	x	7	-1.3	-3	-8	1.9	-0.9	0.3
CC(C)OCCCn1c(=NC(=O)c2ccncc2)c(C#N)cc2c(=O)n3ccccc3nc21	-13	-1	x	17	-0.8	5	2	1.6	-0.3	-3.2
COc1cccc(-c2nc(N3CCN(C)CC3)c3ccccc3n2)c1O	3	-3	4	9	1.4	-2	15	0.0	-0.9	-1.2
COc1cc(CN2CCC(C(=O)N3CCN(c4ccccc4F)CC3)CC2)cc(OC)c1OC	9	9	-4	0	0.5	2	13	0.6	-0.1	-1.9
Cn1c(=O)[nH]c(=O)c2c1nc(Sc1ncccn1)n2CCCc1ccccc1	-8	-16	-4	6	0.7	3	-13	1.4	1.0	2.3
Cc1cc(C)c(S(=O)(=O)N2CCN(C(=O)N(C)C)CC2)c(C)c1	-16	7	-1	39	3.6	x	-9	2.6	-0.4	0.8
O=C(CNC(=O)c1ccc(Br)o1)NCc1ccc(Cl)cc1Cl	-14	-8	0	-26	x	-2	-8	0.9	-3.2	x
Cc1ccc(NC(=O)c2nnn(CC(=O)Nc3ccc4c(c3)OCO4)c2N)cc1C	-12	-25	2	5	2.9	-4	1	1.3	-1.9	-0.8
COc1ccc(OC)c(C2=NS(=O)(=O)N(C)C(C(=O)Nc3cccc(C(C)=O)c3)=C2)c1	-7	3	-3	-18	-1.0	3	3	-0.9	-0.1	-1.1
COc1ccc(OC)c(/C=N/NC(=O)C(=O)N2CCCCCC2)c1	1	-4	-3	-12	-2.5	0	-12	0.7	-2.6	-0.6
CCc1nc(SCC(=O)Nc2ccc(N(CC)CC)cc2)n[nH]1	-3	-3	2	-32	x	1	-14	0.8	-0.9	x
CC(=O)c1ccc(NC(=O)c2cc(S(=O)(=O)N3CCOCC3)ccc2C)cc1	-1	-3	0	-6	-2.0	0	2	2.4	0.3	-2.0
Cc1ccccc1NC(=S)NCCc1c[nH]c2ccccc12	-17	-1	2	-23	0.0	2	0	1.0	-0.8	0.0
O=C1NC(=Nc2ccccc2Cl)S/C1=C\c1cccc([N+](=O)[O-])c1O	15	3	-1	-177	-0.4	36*	0	1.5	1.2	-0.1
CCC(CC)Nc1ccc(C(CC(N)=O)NC(=O)Cc2ccc(Br)cc2)cc1[N+](=O)[O-] (stereo not drawn)	-12	1	-14	-9	3.4	24	5	2.5	-0.3	0.3
Cc1ccc(C)c(N2N=C(C(=O)OCC(=O)N(C)c3ccccc3)CCC2=O)c1	-5	-7	0	-16	x	0	-1	6.5	0.0	x
CO[C@H]1CC[C@@]2(C)[C@@H](CC[C@@H]3[C@@H]2CC[C@@]2(C)[C@H]3C[C@H](C(=O)N[C@@H](CCCN=C(N)N)C(=O)NCC(=O)N[C@@H](CC(=O)O)C(N)=O)O[C@]23CCCO3)C1	-1	4	x	3	-2.2	1	-5	x	-1.4	-2.1
CCOc1ccccc1N1CCN(C(=O)/C=C/c2cccc([N+](=O)[O-])c2)CC1	5	6	-1	0	1.5	1	2	-0.1	-0.4	-0.9
O=C(NC1CCCC1)c1ccc(CSc2nc3ccncc3n2Cc2ccc(F)cc2)cc1	-5	9	23	22	1.9	0	-6	3.1	-2.3	1.5
CCCn1cnnc1CNC(=O)C1CCC(=O)N(CCCc2ccccc2)C1 (stereo not drawn)	-6	-5	-4	-57	2.8	1	-4	4.1	0.4	1.6
O=C(c1ccc(COc2ccccc2Br)o1)N1N=C(C(F)F)CC1(O)C(F)F (stereo not drawn)	-8	6	x	-7	2.4	4	-1	1.2	-0.7	-1.5
Cc1cc(C)n(CC(=O)NNC(=O)c2ccc(S(C)(=O)=O)cc2)n1	-6	-9	-5	7	-0.7	0	44	1.0	0.3	-0.8
CC1(C)CC(C(CC(=O)O)c2ccccc2)CCO1 (stereo not drawn)	-5	4	-3	x	2.0	3	10	2.0	-2.9	-0.6
COc1ccc(Cn2c(C)nc3ccc([N+](=O)[O-])cc3c2=O)cc1	-5	-3	0	-9	2.2	0	-4	0.1	-0.1	0.3
COC(=O)c1ccc(N2CCN(C)CC2)c(NC(=O)c2cccs2)c1	-11	3	2	7	2.8	4	2	0.1	-2.9	0.1
CC(C)CC[n+]1ccccc1/C=C/c1ccc(N(C)C)cc1	5	4	-12	0	-0.2	-8	1	-0.8	-0.2	0.6

Looked up by compound from above (three):
SMILES	PvdQ acylase	Tat transport	Wnt bcat act	PfHsp90 set2	AddAB inh	DAGLB inh	Rtt109 Vps75	phage Ecoli inh	CAL PDZ FP	E coli growth
COC(=O)c1ccc(N2CCN(C)CC2)c(NC(=O)c2cccs2)c1	-11	3	2	7	2.8	4	2	0.1	-2.9	0.1
O=C1NC(=Nc2ccccc2Cl)S/C1=C\c1cccc([N+](=O)[O-])c1O	15	3	-1	-177	-0.4	36*	0	1.5	1.2	-0.1
Cc1cc(C)n(CC(=O)NNC(=O)c2ccc(S(C)(=O)=O)cc2)n1	-6	-9	-5	7	-0.7	0	44	1.0	0.3	-0.8

(continued)
SMILES	PvdQ acylase	Tat transport	Wnt bcat act	PfHsp90 set2	AddAB inh	DAGLB inh	Rtt109 Vps75	phage Ecoli inh	CAL PDZ FP	E coli growth
CCOc1ccc(NC(=O)CSc2nc3[nH]ncc3c(=O)n2-c2ccccc2OC)cc1	-5	-3	0	-3	-0.3	-6	10	1.3	-2.9	0.1
CCS(=O)(=O)N1CCN(c2c(Cl)cccc2[N+](=O)[O-])CC1	-13	-7	x	14	1.3	-1	-1	1.7	-1.8	-1.6
NC(=S)NN=CCn1cc([N+](=O)[O-])c(=O)[nH]c1=O	-16	-1	-3	-3	x	0	-5	-0.5	0.9	x
CSCCC(NS(=O)(=O)c1ccc(C)cc1)C(=O)N1CC=C(c2ccccc2)CC1 (stereo not drawn)	-9	8	-2	7	0.7	0	-18	-0.1	-2.3	0.9
Cc1c(OCC(=O)N[C@@H](CSCc2ccccc2)C(=O)O)ccc2c3c(c(=O)oc12)CCC3	-15	6	-1	-2	x	4	7	0.8	-2.3	x
O=C(c1cccc(COCC(F)(F)C(F)F)c1)N1CCN(c2ccccc2)CC1	-12	-8	x	4	0.2	-9	1	2.4	1.9	-1.6
CCOC(=O)N1CCN(C(=O)CN(CC)S(=O)(=O)c2cc(C)ccc2OC)CC1	4	-6	-3	6	-0.6	-3	-3	1.7	-1.4	-1.2
Nc1c(Cl)cc(-c2cn(CCC(=O)O)c(-c3ccncc3)n2)cc1Cl	-14	-10	-3	-3	3.4	1	1	0.8	-0.6	-0.3
O=C(NCc1cc(C(F)(F)F)ccc1Cl)c1cccc2c1C(=O)c1ccc(N3CCCCC3)cc1S2(=O)=O	-2	-6	-1	-3	-0.1	-3	-7	1.0	-1.2	0.0
CCCCOc1cc(CC2CNC(=O)N2)ccc1OC (stereo not drawn)	-11	-1	7	-8	-1.9	2	-4	2.5	0.3	-2.2
O=C(OCc1cc2ccccc2[nH]c1=O)c1ccncc1	-7	1	x	20	4.4	-2	-7	3.4	-1.4	-0.2
O=C(COC(=O)c1ccc(Cl)nc1)NNC(=O)c1ccc(Cl)cc1	-8	-4	0	x	2.2	0	0	5.8	-1.8	0.9
Cc1ccc2c(cnn2C(=O)CCCC(=O)NCc2ccc(F)cc2)c1	0	1	9	-21	1.4	-6	10	3.1	-0.1	0.8
O=C(CN(C(=O)c1csnn1)c1cccc(C(F)(F)F)c1)NCc1ccc(F)cc1	-13	2	3	-42	3.3	0	3	3.4	-1.4	0.3
CC(=O)OCC(OC(C)=O)C(OC(C)=O)C(OC(C)=O)C(=O)Nc1ccc(C)cc1C (stereo not drawn)	-21	15	0	10	1.4	3	-1	3.4	-2.4	-1.8
O=C(Nc1nnc(-c2ccccn2)o1)c1cccc(Br)c1	3	-13	-1	-47	6.2	0	-5	-5.4	0.9	-7.1
CCCC(C(=O)Nc1ccc(S(=O)(=O)N2CCOCC2)cc1)c1ccccc1 (stereo not drawn)	-15	-1	7	x	0.4	-2	-9	0.3	-0.2	0.0
O=C1CC(c2ccccc2)CC(=O)N1c1ccccc1	-15	0	-1	-17	0.9	0	5	2.7	-0.5	-1.9
COc1ccc2oc(C(=O)OCC(=O)NCCc3ccc(S(N)(=O)=O)cc3)c(C)c2c1	9	-13	3	x	-4.8	-3	-2	0.9	-0.4	-1.2
CCOC(=O)c1cc(C(=O)c2cc(Br)ccc2O)coc1=N	-4	2	0	3	3.5	-2	0	5.2	-0.9	1.6
